TDP43 rescue = TDP-43 toxicity inhibition in yeast; TDP-43 expressing yeast growth rescue, BacTiter-Glo, 24 h; Potency, µM (highest dose often 46.1 µM), without a hit: top-dose growth rescue (activation), most hits filed as activators; hit rate 1.8% among 410,000; AID 652104; note: potency is the fitted concentration of half-maximal effect; % of control where 0% means no effect; nearly all actives have a fitted effect of over 50% in size
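In this qHTS, compounds that restore growth of yeast expressing TDP-43 appear as activators. Cells (OD600=0.02, galactose medium, raffinose-pregrown) are incubated with compound 24 hr at 30 deg C and growth is quantified by BacTiter-Glo.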
GLP-1R agonist = agonists of human GLP-1 receptor; AID 624172; Potency, µM (highest dose often 45.6 µM), without a hit: top-dose activation, usual class: activators; hit rate 0.007% among 380,000; P43220; HEK293 GLP-1R CRE-luciferase, luminescence, 4-6 h; cells express a hypersensitive GLP-1R form; note: potency is the fitted concentration of half-maximal effect; % of control where 0% means no effect
Target sequence (P43220 whole entry, looked up): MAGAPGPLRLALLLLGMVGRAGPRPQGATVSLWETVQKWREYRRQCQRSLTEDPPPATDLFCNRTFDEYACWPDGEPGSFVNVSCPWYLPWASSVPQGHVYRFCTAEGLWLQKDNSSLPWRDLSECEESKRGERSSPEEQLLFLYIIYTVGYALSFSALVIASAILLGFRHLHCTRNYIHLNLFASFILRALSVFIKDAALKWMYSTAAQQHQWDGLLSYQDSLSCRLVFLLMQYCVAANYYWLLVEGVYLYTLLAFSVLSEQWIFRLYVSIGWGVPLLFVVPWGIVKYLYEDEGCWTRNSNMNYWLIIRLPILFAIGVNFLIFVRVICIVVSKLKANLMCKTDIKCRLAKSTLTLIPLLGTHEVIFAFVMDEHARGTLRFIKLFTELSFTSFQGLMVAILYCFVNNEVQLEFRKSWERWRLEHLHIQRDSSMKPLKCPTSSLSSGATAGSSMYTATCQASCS
GLP1R inv ag = GLP-1 receptor (human) inverse agonism; P43220; HEK293 GLP-1R CRE-luciferase, luminescence, 24 h; GLP-1R form is constitutively active; Potency, µM (doses to about 38.3 µM), inactives show at the top dose activity change, negative = inhibition, actives largely listed as inhibitors; hit rate 1.6% among 410,000; AID 624417; note: potency is the fitted concentration of half-maximal effect; % is set by controls: 0 for no effect and ±100 for the full control effect; nearly all actives have a fitted effect of over 55% in size
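Seeding at 200 cells/uL, 12 h culture, 24 hr compound treatment, then luciferase reagent and a luminescence read; cells are HEK293 stably expressing a constitutively active GLP-1R plus cAMP-responsive luciferase.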
FUS yeast rescue = FUS proteinopathy suppression in yeast; S. cerevisiae FUS-expressing, growth rescue, OD600, 24 h; Potency, µM (top dose mostly 76.6 µM), for inactives: at the top dose growth rescue (activation), usual class: activators; hit rate 0.24% among 390,000; AID 1347120;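 note: potency is the fitted concentration of half-maximal effect; plate controls were DMSO vehicle for no effect and reference control for full effect; nearly all actives have a fitted effect of over 55% in size; some results filed as inactive show a strong effect at the top dose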
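Toxicity suppression screen in FUS-yeast. Cells induced with 2% galactose, starting OD 0.005, treated 24hr at 30C with compounds at multiple final concentrations; growth by OD600.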
D3 antag = D3 dopamine receptor (human) antagonism. P35462. D3R cells, DiscoveRx beta-arrestin luminescence, antagonist mode; stronger effect = lower value. max response, negative = inhibition, %. hit rate 2.5% among 360,000. AID 652054; in the data active = max response below about -50%; inconclusive = no clear call, values can overlap the other calls; note: % is set by controls: 0 for no effect and ±100 for the full control effect; mostly tested at two doses, the higher about 12 µM
Target sequence (P35462 whole entry, looked up): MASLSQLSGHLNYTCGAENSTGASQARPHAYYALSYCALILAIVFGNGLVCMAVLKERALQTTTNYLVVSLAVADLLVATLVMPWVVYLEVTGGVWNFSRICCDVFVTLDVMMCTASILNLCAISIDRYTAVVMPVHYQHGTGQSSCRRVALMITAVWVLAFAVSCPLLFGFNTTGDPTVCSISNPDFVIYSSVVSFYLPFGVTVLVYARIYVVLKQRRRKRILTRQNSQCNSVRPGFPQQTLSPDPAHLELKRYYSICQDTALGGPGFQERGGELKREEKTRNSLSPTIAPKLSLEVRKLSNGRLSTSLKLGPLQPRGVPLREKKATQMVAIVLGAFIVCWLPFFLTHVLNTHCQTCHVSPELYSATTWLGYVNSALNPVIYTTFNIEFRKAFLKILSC
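Cells plated overnight at 1500 cells/well, then exposed to library compounds with dopamine controls for 90 minutes at 37 degrees C. DiscoveRx reagent added for 30–60 minutes at room temperature; luminescence read, quantitative HTS format.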
Akt phos inh = inhibitors of Akt phosphorylation | activity change, % for hits at 50 µM | hit rate 0.32% among 360,000 | Neuro2A IGF-stimulated pAkt S473 HTRF, 20 min; stronger effect = lower value; in the data active = activity change below about -80%; inconclusive = mostly about -51% to -80%; note: % is set by controls: 0 for no effect and ±100 for the full control effect
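Neuro2A cells in DMEM with 0.5% FBS, overnight at 37 deg C, given compound at single 50 µM final, then IGF (6 nM final) for 20 min at 37 deg C. Lysed; phospho-Akt Ser473 by HTRF after 24 h, 665/615 ratio.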
PTHR1 ag = agonists of human PTHR1 parathyroid hormone receptor | HEK293 GP2 PTHR1 cells, GloSensor cAMP luminescence, 1 h | hit rate 0.075% among 410,000 | Potency, µM (highest dose often 115 µM), for inactives: at the highest dose activation, usual class: activators | AID 743266 | Q03431; note: potency is the fitted concentration of half-maximal effect; nearly all actives have a fitted effect of over 55% in size; some results filed as inactive show a strong effect at the top dose; inactives centre near -15; many of its hits are not listed in these tables
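HEK-293-derived GP2 cells expressing PTHR1 and a GloSensor cAMP reporter, 3,000/well, plated overnight, given luciferin plus IBMX (each 0.5 mM as added) for 1 h at 37 °C, then compound for 1 h at 37 °C. Luminescence was read after 15 min at room temperature.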
aSyn rescue = inhibitors of alpha-synuclein toxicity in yeast | hit rate 0.14% among 370,000 | Yeast expressing alpha-synuclein, growth rescue, BacTiter-Glo, 24 h | Potency, µM (top dose mostly 46.1 µM), for the others: at the top dose growth rescue (activation), usual class: activators | AID 652106; note: potency is the fitted concentration of half-maximal effect; % of control where 0% means no effect; nearly all actives have a fitted effect of over 65% in size
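Readout is rescue of growth in alpha-synuclein-expressing yeast, so inhibitors of toxicity appear as activators. Growth after 24 hr at 30 deg C in galactose medium is quantified by luminescence.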
Abeta rescue = compounds reversing amyloid beta toxicity in yeast; Potency, µM (series often up to 46.1 µM), inactives show top-dose growth rescue, actives largely listed as activators; yeast expressing A-beta42, growth rescue, OD600, 48 h; response scale: 0% DMSO, 100% iron-clioquinol control; AID 1347071; hit rate 0.063% among 410,000; note: potency is the fitted concentration of half-maximal effect; nearly all actives have a fitted effect of over 55% in size
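Growth rescue measured by 600 nm absorbance after 48 h yeast culture at 30 C with compound. Values normalized between DMSO and an equimolar ferric chloride plus clioquinol control.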
Starred values were filed as active, the others as inactive; i = inactive; ? = inconclusive; . = no result given; & = joins results of further samples; [ ] = another dose, or the depositor's remark. Unless noted, calls come from the whole dose curve; as a rule, active = well fitted curve in the direction sought with a large enough effect; inconclusive = small, poorly fitted or top-dose-only effect, or another doubt; inactive = no such curve, though single readings can be large; an effect the other way counts as inactive or inconclusive. A portion of the library; rates above refer to the full screens.

SMILES	TDP43 rescue	GLP-1R agonist	GLP1R inv ag	FUS yeast rescue	D3 antag	Akt phos inh	PTHR1 ag	aSyn rescue	Abeta rescue
CCCCN1C(=O)C(CC(=O)NCc2cccc3ccccc23)CC(C(=O)N2CCOCC2)=C1C (configuration not stated)	6%	11%	3%	-4%	6	i	-20%	?	5%
COc1ccc(-c2cc(C(F)(F)F)nc(SCC(=O)Nc3ccc4c(c3)OCO4)n2)cc1	0%	-7%	10%	.	10	i	i	-7%	9%
CC(C)(C)C1CCc2c(C(=O)NNC(=O)/C=C/C(=O)O)csc2C1 (configuration not stated)	?	4%	-15%	.	2	i	i	1%	26%
CC1(c2ccccc2Cl)NC(=O)N(CC(=O)NCCC2=CCCCC2)C1=O (configuration not stated)	-17%	2%	-14%	12%	-1	i	-14%	-7%	-17%
C/C(=N\NC(=O)CSCc1ccc([N+](=O)[O-])cc1)c1ccccc1	2%	11%	8%	-15%	7	i	-69%[inhibitor]	8%	8%
O=C(CN1C(=O)S/C(=C/c2cc(Br)cs2)C1=O)N1CCOCC1	3%	-2%	17%	.	21	i	i	4%	0%
COc1ccc([N+](=O)[O-])cc1N(CC(O)CN1CCOCC1)S(=O)(=O)c1ccccc1 (configuration not stated)	6%	1%	10%	-17%	7	i	i	9%	-6%
COc1ccc(N(C(=O)COc2ccc(C)cc2)S(=O)(=O)c2ccc(C)cc2)cc1	-13%	-8%	-19%	11%	4	i	i	1%	15%
COc1ccccc1N(CC(=O)NCc1ccccc1C)S(=O)(=O)c1ccc(C)cc1	-1%	18%	?	26%	-9	i	-30%	0%	-7%
Cc1nn2cc(-c3ccc(OC(C)C)cc3)nc2s1	.	.	?	.	.	.	-41%[inhibitor]	.	.
O=C(Nc1ccc(N2CCCC2)c(S(=O)(=O)Nc2cccc(C(F)(F)F)c2)c1)c1cccs1	22%	-5%	?	11%	-21	i	-10%	9%	11%
Cc1cc(=O)[nH]c2c(C)cc(S(=O)(=O)Nc3ccc(O)cc3)cc12	-12%	7%	1%	3%	9	i	i	-5%	0%
CC1(C(=O)NS(=O)(=O)c2cccc(Cl)c2)CCN1C(=O)CC1CCCC1 (configuration not stated)	16%	1%	0%	-20%	0	i	-4%	-2%	12%
CCN(CC)C(=O)Oc1ccc2c(=O)c(-c3ccccc3)coc2c1	-34%[inhibitor]	-2%	-1%	-2%	-11	i	i	-19%	-14%
CCc1ccc(NCc2cc3cc4c(cc3n(CC(=O)Nc3cccc(OC)c3)c2=O)OCO4)cc1	15%	-2%	5%	10%	.	.	-2%	1%	-34%
O=C(CCCOc1ccc(Cl)cc1Cl)N/N=C/c1cccc([N+](=O)[O-])c1	8%	2%	6%	-14%	-4	i	i	10%	-10%
CNC(=O)CN(c1ccc(C(C)C)cc1)S(C)(=O)=O	-10%	-5%	0%	24%	-13	i	-10%[57.5 µM]	2%	8%
COc1cccc(NC(=O)N(Cc2ccco2)C(C)c2cccs2)c1 (configuration not stated)	-6%	7%	-8%	20%	-15	.	i	-3%	1%
CCOC(=O)c1ccc(-c2ccc3[nH]c4ccccc4c(=O)c3c2)cc1F	0%	7%	12%	-4%	12	i	i	-12%	2%
CCC(=O)NC(C)c1cc(Cl)c2ccccc2c1O (configuration not stated)	.	-4%	.	-7%	.	.	i	.	?
CC1(Cc2ccccc2Cl)C(=O)Nc2c(Cl)ccc(Cl)c21 (configuration not stated)	32µM*	7%	?	-6%	21	i	-11%	13µM*	15%
CC(C)C[C@@H](CN1CCCC1CN1C(=S)NC[C@@H]1Cc1ccc(O)cc1)N1C[C@H](Cc2ccc(O)cc2)N(CCc2ccccc2)C1=S (some centres not stated)	10%	-2%	7.9µM*	?	-22	i	9%	-58%[inhibitor]	-25%
CCCCCCCOc1ccc(OC(=O)c2ccncc2)cc1	-11%	-3%	71%[activator]	-3%	10	i	i	-7%	6%
O=C(N/N=C/c1ccccc1O)C(=O)Nc1ccccn1	?	1%	-17%	3%	12	i	-4%	18%	6%
CN(/N=C/c1cccnc1)C1=NS(=O)(=O)c2ccccc21	3%	-1%	18%	19%	4	i	i	1%	3%
Continuation.
SMILES	TDP43 rescue	GLP-1R agonist	GLP1R inv ag	FUS yeast rescue	D3 antag	Akt phos inh	PTHR1 ag	aSyn rescue	Abeta rescue
O=C(Nc1ccc(N2CCOCC2)cc1)Nc1ccc(Cl)c(Cl)c1	0%	-3%	-18%	29%	-15	.	-37%[inhibitor][57.5 µM]	-15%	8%
CCOC(=O)C1CCN(C(=S)Nc2ccc(S(N)(=O)=O)cc2)CC1	-9%	-27%	10%	0%	-15	i	-19%	-5%	-2%
NC(=O)[C@@H]1CCCNc2c(I)cc([N+](=O)[O-])cc2C(=O)N[C@@H](Cc2ccccc2)C(=O)N[C@@H](Cc2cnc[nH]2)C(=O)N1	7%	-1%	21%	4%	-21	i	1%	2%	-8%
CCc1ccc(C(C#N)=CC=Cc2ccccc2)cc1	13%	11%	?	1%	-3	i	-25%	-5%	-5%
CSc1ncccc1C(=O)OCc1ccccc1Cl	24%	?	-1%	-27%	9	i	-12%	9%	19%
Cc1cccn2cc(CNC(=O)C3CCCCC3)nc12	-5%	2%	10%	4%	13	i	i	1%	4%
CN1CCN(CC(=O)Nc2ccc(S(=O)(=O)N(C)C)cc2)CC1	8%	1%	-21%	7%	-16	i	i	1%	-21%
CCOC(=O)c1cc(-c2ccccc2C)nn1CC1CC(c2cccnc2)=NO1 (configuration not stated)	?	12%	?	28%	1	i	-21%	?	-2%
C(#Cc1ccccc1)CN1CCN(c2ccccn2)CC1	1%&-1%	9%&-2%	?	10%&9%	?	i	-21%&-15%	8%&5%	11%&7%
COCC(=O)n1nc(-c2ccccc2)nc1NCc1ccc(F)cc1	?	-7%	6%	9%	21	i	-3%	1%	-7%
Cc1ccccc1Cn1c(=O)n(C)c(=O)c2sccc21	16%	16%	7%	32%	20	i	-40%[inhibitor]	-16%	0%
CCn1c(NC(=O)c2cccs2)nc2ccccc21	?	0%	-6%	17%	-12	i	-2%[57.5 µM]	-21%	9%
COc1ccc(OC)c(NC(=O)CCNC(=O)N2CC(=O)Nc3ccccc32)c1	10%	-1%	-11%	-35%	0	i	24%	2%	-8%
O=[N+]([O-])c1cc2c(c(CSc3nnc(Nc4ccccc4)s3)c1)OCOC2	8%	-11%	-21%	16%	18	i	-25%[57.5 µM]	-10%	19%
C/C(=N\NC(=O)c1nnn(-c2nonc2N)c1CN(C)c1ccccc1)c1ccc(O)cc1	5%	-5%	?	16%	22	i	i	0%	0%
O=C(CCS(=O)(=O)c1ccccc1)N1CCN(c2ccccc2)CC1	-10%	-4%	-13%	6%	0	i	-21%	9%	13%
Cc1ccc(S(=O)(=O)NC(=O)C2(C)CCN2C(=O)C2CC2)cc1 (configuration not stated)	28%	-3%	8%	-14%	0	i	i	-1%	-2%
CN1CCN(C(=O)c2cc3sc4ccccc4c3s2)CC1	-16%[1.82 µM]	7%	?	9%	-20	i	-43%[inhibitor]	-3%	-2%
CCCCn1nnc(NC(=O)COc2ccc(Cl)c(C)c2)n1	30%	9%	-5%	8%	19	i	-6%[57.5 µM]	3%	19%
CCn1cc(C(c2ccccc2)C(C(C)=O)[N+](=O)[O-])c2ccccc21 (configuration not stated)	-1%	6%	?	11%	-17	i	-65%[inhibitor]	8%	-18%
Cc1nn(-c2ccccc2)c2c1N(CCCC(=O)NCc1ccc(N(C)C)cc1)C(=O)CS2	16%	.	-28%	17%	.	.	-3%	.	-10%
Cc1oc(-c2ccc(-c3ccccc3)cc2)nc1CN1CCN(CC(=O)N(C)C)CC1	3%	35%	43%[activator]	-2%	5	i	i	8%	-7%
COc1ccccc1N(CC(=O)NC1CCCCC1)C(=O)CNC(=O)c1cccs1	11%	4%	-9%	-17%	5	i	i	2%	-1%
CC1CCN(c2ccc(-c3cccc(NC(=O)C(F)(F)F)c3)nn2)CC1	5%	-3%	1µM*	25%	-14	i	-26%	-1%	9%
CC1CC(C)CN(S(=O)(=O)N2CCCC(C(=O)NC3CCCCC3C)C2)C1 (configuration not stated)	7%	3%	-12%	8%	-5	i	-8%	-7%	22%
Next section.
SMILES	TDP43 rescue	GLP-1R agonist	GLP1R inv ag	FUS yeast rescue	D3 antag	Akt phos inh	PTHR1 ag	aSyn rescue	Abeta rescue
Cc1ccc(C(C)n2cc(C(=O)NCc3cccnc3)nn2)cc1 (configuration not stated)	-9%	7%	?	5%	-7	i	-16%	-4%	9%
CCC(=O)c1cc(-c2nc3ccccc3n2C)n(C)c1	-3%	6%	36%[activator]	4%	12	i	-37%[inhibitor]	-8%	6%
COC(=O)c1c(C)oc2cc(Br)c(OCC(=O)C(C)(C)C)cc12	2%	-12%	17%	18%	-13	i	i	0%	3%
CSCCNC(=O)C1(C)CCN1C(=O)c1ccc(C(C)(C)C)cc1 (configuration not stated)	19%	-4%	-12%	-1%	-22	i	-11%	8%	-1%
CCN1Cc2cc(OC)ccc2-c2ccccc2S1(=O)=O	-3%	-5%	3%	-16%	-12	i	-8%	1%	0%
Cc1cc(C)n2c(nc3ccccc32)c1C(=O)NCc1ccccc1	12%	9%	15%	-3%	23	i	i	-2%	-6%

Three structures already listed, sorted by number of heavy atoms, largest number first.
SMILES	TDP43 rescue	GLP-1R agonist	GLP1R inv ag	FUS yeast rescue	D3 antag	Akt phos inh	PTHR1 ag	aSyn rescue	Abeta rescue
COC(=O)c1c(C)oc2cc(Br)c(OCC(=O)C(C)(C)C)cc12	2%	-12%	17%	18%	-13	i	i	0%	3%
CCN1Cc2cc(OC)ccc2-c2ccccc2S1(=O)=O	-3%	-5%	3%	-16%	-12	i	-8%	1%	0%
CCC(=O)c1cc(-c2nc3ccccc3n2C)n(C)c1	-3%	6%	36%[activator]	4%	12	i	-37%[inhibitor]	-8%	6%
